Screening results: PubChem, National Center for Advancing Translational Sciences (NCATS)
Giardia FBPA inh – qHTS Assay for Inhibitors of Fructose-1,6-bisphosphate Aldolase from Giardia Lamblia | actives 0.71% (n = 290,000) | Potency, µM (top dose mostly 59.6 µM), inactives show at the top dose activity, negative = inhibition, actives largely listed as inhibitors | A8B2U2 | purified Giardia FBPA | AID 2451, 2010; note: potency is the fitted concentration of half-maximal effect; % is set by controls: 0 for no effect and ±100 for the full control effect; nearly all actives have a fitted effect of over 55% in size
Target sequence (A8B2U2 whole entry, looked up): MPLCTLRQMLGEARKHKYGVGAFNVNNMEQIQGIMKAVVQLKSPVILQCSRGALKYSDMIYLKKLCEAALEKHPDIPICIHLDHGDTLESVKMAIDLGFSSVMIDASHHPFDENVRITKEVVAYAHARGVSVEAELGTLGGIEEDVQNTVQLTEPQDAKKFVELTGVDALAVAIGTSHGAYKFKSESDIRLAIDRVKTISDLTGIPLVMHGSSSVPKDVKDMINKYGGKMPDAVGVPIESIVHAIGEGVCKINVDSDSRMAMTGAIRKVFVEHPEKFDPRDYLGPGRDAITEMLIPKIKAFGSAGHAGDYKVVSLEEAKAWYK
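40 nM FBPA preincubated 10 min at RT with compound (up to 57.5 uM final), then substrate plus GAPDH/TPI/NAD/arsenate coupling and diaphorase/resazurin added. Fluorescence read after 20 min at RT, 525/598 nm.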
Shiga toxin inh – A qHTS for Small Molecule Inhibitors of Shiga Toxin | Vero cells, Shiga toxin protein synthesis inhibition reporter | inhibition, % at 38.7 µM | actives 9.2% (n = 290,000) | AID 2315, 2010; in the data active = inhibition mostly above about 28%, no sharp cut-off; inactive = mostly below about 43%; note: 0% is about no effect
AmpC inh detg – qHTS Inhibitors of AmpC Beta-Lactamase (assay with detergent); P00811; AmpC hydrolysis of nitrocefin, absorbance 480 nm, 0.01% Triton; Potency, µM (top dose mostly 114 µM), inactives show at the top dose activity change, negative = inhibition, most hits filed as inhibitors; actives 0.041% (n = 370,000);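 note: potency is the fitted concentration of half-maximal effect; 0% = no-compound wells and -100% = no-enzyme wells; nearly all actives have a fitted effect of over 25% in size; some results filed as inactive show a strong effect at the top dose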
Target sequence (P00811 whole entry, looked up): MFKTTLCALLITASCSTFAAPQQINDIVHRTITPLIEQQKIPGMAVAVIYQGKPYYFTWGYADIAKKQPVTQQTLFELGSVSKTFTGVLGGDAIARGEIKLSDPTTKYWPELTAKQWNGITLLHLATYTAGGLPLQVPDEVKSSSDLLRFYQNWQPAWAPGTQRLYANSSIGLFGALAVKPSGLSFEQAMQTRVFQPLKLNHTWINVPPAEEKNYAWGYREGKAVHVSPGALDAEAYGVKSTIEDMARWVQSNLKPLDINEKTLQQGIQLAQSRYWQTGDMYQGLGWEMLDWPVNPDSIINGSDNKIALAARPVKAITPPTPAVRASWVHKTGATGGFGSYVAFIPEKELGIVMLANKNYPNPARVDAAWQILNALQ
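AmpC (5.3 nM in the dispensed reagent) in 20 mM phosphate pH 7.0 with 0.01% (detergent screen) or 0.0001% Triton X-100 was preincubated with compounds for 15 min at room temperature. Nitrocefin was then added from an 800 uM solution, and hydrolysis was followed at 480 nm.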
AMA1-RON2 inh – qHTS for Inhibitors of AMA1-RON; Towards Development of Antimalarial Drug Lead: Primary Screen | AlphaScreen AMA1-biotinylated RON2 peptide binding | Plasmodium falciparum AMA1 (3D7) - RON2 peptide interaction | actives 0.2% (n = 360,000) | AID 720542, 2013 | Potency, µM (highest dose often 58.2 µM), for inactives: top-dose activity change, negative = inhibition, actives largely listed as inhibitors;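 note: potency is the fitted concentration of half-maximal effect; 0% = vehicle wells and -100% = peptide control; nearly all actives have a fitted effect of over 45% in size; some results filed as inactive show a strong effect at the top dose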
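AMA1 (3D7) with his tag at 25 nM final met compounds first, then biotinylated RON2 peptide at 25 nM; detection used donor plus acceptor beads, 10 µg/mL apiece, read by AlphaScreen after 30 min at room temperature.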
AmpC no deterg – qHTS Inhibitors of AmpC Beta-Lactamase (assay without detergent); Potency, µM (highest dose often 57.1 µM), for the others: at the highest dose activity change, negative = inhibition, actives largely listed as inhibitors; P00811; AmpC nitrocefin hydrolysis, absorbance 480 nm, 0.0001% Triton; actives 0.52% (n = 330,000);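 note: potency is the fitted concentration of half-maximal effect; plate controls were no compound for no effect and no enzyme for full effect; nearly all actives have a fitted effect of over 20% in size; some results filed as inactive show a strong effect at the top dose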
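20 mM phosphate pH 7.0 + 0.01% (detergent screen) or 0.0001% Triton X-100; 5.3 nM AmpC reagent; cpd preinc 15 min RT; nitrocefin (800 uM stock) to start; A480 q20 s × 4 min; Activity was normalised to no-enzyme and no-compound control wells.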
CHX counter – Cycloheximide Counterscreen for Small Molecule Inhibitors of Shiga Toxin; cell reporter, cycloheximide protein synthesis inhibition counterscreen; max response, %; actives 12% (n = 300,000); in the data active = max response mostly above about 13%, no sharp cut-off; inactive = mostly below about 14%; note: read at 38.3 µM for the half of the compounds with a filed dose; 0% is about no effect
HCMV antiviral – qHTS Assay for inhibitors of the human cytomegalovirus (HCMV) | AID 1259415, 2018 | actives 4.5% (n = 410,000) | activity change, negative = inhibition, % at 57.5 µM | HFF cells, HCMV-luciferase reporter, 72 h; stronger effect = lower value; in the data active = activity change below about -60%; inconclusive = no clear call, values can overlap the other calls; inactive = above about -39%; note: % is set by controls: 0 for no effect and ±100 for the full control effect
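Human foreskin fibroblasts infected with luciferase-reporter HCMV at MOI 1 PFU/cell, compounds at two doses. Luciferase measured 72 h post infection; normalized to buffer-only basal and Salinomycin (10uM) controls.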
Starred values were filed as active, the others as inactive; ? = inconclusive; / = no result given; [ ] = remark or other dose. Unless noted, calls come from the whole dose curve; as a rule, active = well fitted curve in the direction sought with a large enough effect; inconclusive = small, poorly fitted or top-dose-only effect, or another doubt; inactive = no such curve, though single readings can be large; an effect the other way counts as inactive or inconclusive.

Sample of the layout:
SMILES	Giardia FBPA inh	Shiga toxin inh	AmpC inh detg	AMA1-RON2 inh	AmpC no deterg	CHX counter	HCMV antiviral
Cn1ccnc1/C(=N\NC(=O)c1ccccc1)c1cccc([N+](=O)[O-])c1	2%	19	-7%	84%[activator]	-29%	12	-13
COc1ccc(C2(O)CC3CCC(C2)N3c2cc(C)nc(-c3ccccc3)n2)cc1 (stereo not given)	-3%	-19	0%	-12%	59%	15	-30
COCCN=C1NN=C(c2ccc(C)c([N+](=O)[O-])c2)CS1	-12%	63*	-12%	51%[activator]	-11%[11.4 µM]	47*	-2
CCOC(=O)C1(CC2CCCCO2)CCN(Cc2cc3ccccc3[nH]2)CC1 (stereo not given)	-2%	7	0%	-23%	-29%	-1	-27
O=C(O)c1cc2cccc(S(=O)(=O)N3CCCCC3)c2cc1O	10%	-7	?	12%	-34%	-4	?
COc1ccccc1NC(=O)CSc1nccc(=O)[nH]1	-7%	-12	-9%	-13%	-15%	-4	4
O=C(CSC(=S)N1CCOCC1)c1ccccc1	11%	67*	?	4%	-17%	19*	-16
O=C(NC(=S)Nc1ccc2oc(=O)ccc2c1)c1ccco1	-29%	53*	0%	29%	-19%	19*	32
O=C(NCC1CCCO1)c1ccccc1S(=O)(=O)c1ccc([N+](=O)[O-])cc1 (stereo not given)	-2%	-9	-6%	0%	-16%	-3	-31
OC1CCCN(C(=S)NCc2ccccc2)C1 (stereo not given)	4%	-15	-11%	-6%	23%[2.29 µM]	7	40
CC(C)C(OC(=O)c1ccco1)C(=O)NC1CCCCC1 (stereo not given)	-1%	-1	?	0%	76%	-3	14
O=c1c(-c2cccc([N+](=O)[O-])c2)[n+]([O-])c2ccccc2n1O	-16%	-8	-11%	-7%	-13%	-3	45
COC(=O)C1=C[C@@H](C(=O)OC)C2C3=C(C(=O)[C@@]2(C)NC(=O)c2ccccc2)[C@H](C)[C@@H]2C(=O)N(C)C(=O)[C@@H]2[C@@H]3C1 (stereo not given in full)	-9%	23	/	/	/	2	/

The list itself, repeating the preview:
SMILES	Giardia FBPA inh	Shiga toxin inh	AmpC inh detg	AMA1-RON2 inh	AmpC no deterg	CHX counter	HCMV antiviral
Cn1ccnc1/C(=N\NC(=O)c1ccccc1)c1cccc([N+](=O)[O-])c1	2%	19	-7%	84%[activator]	-29%	12	-13
COc1ccc(C2(O)CC3CCC(C2)N3c2cc(C)nc(-c3ccccc3)n2)cc1 (stereo not given)	-3%	-19	0%	-12%	59%	15	-30
COCCN=C1NN=C(c2ccc(C)c([N+](=O)[O-])c2)CS1	-12%	63*	-12%	51%[activator]	-11%[11.4 µM]	47*	-2
CCOC(=O)C1(CC2CCCCO2)CCN(Cc2cc3ccccc3[nH]2)CC1 (stereo not given)	-2%	7	0%	-23%	-29%	-1	-27
O=C(O)c1cc2cccc(S(=O)(=O)N3CCCCC3)c2cc1O	10%	-7	?	12%	-34%	-4	?
COc1ccccc1NC(=O)CSc1nccc(=O)[nH]1	-7%	-12	-9%	-13%	-15%	-4	4
O=C(CSC(=S)N1CCOCC1)c1ccccc1	11%	67*	?	4%	-17%	19*	-16
O=C(NC(=S)Nc1ccc2oc(=O)ccc2c1)c1ccco1	-29%	53*	0%	29%	-19%	19*	32
O=C(NCC1CCCO1)c1ccccc1S(=O)(=O)c1ccc([N+](=O)[O-])cc1 (stereo not given)	-2%	-9	-6%	0%	-16%	-3	-31
OC1CCCN(C(=S)NCc2ccccc2)C1 (stereo not given)	4%	-15	-11%	-6%	23%[2.29 µM]	7	40
CC(C)C(OC(=O)c1ccco1)C(=O)NC1CCCCC1 (stereo not given)	-1%	-1	?	0%	76%	-3	14
O=c1c(-c2cccc([N+](=O)[O-])c2)[n+]([O-])c2ccccc2n1O	-16%	-8	-11%	-7%	-13%	-3	45
COC(=O)C1=C[C@@H](C(=O)OC)C2C3=C(C(=O)[C@@]2(C)NC(=O)c2ccccc2)[C@H](C)[C@@H]2C(=O)N(C)C(=O)[C@@H]2[C@@H]3C1 (stereo not given in full)	-9%	23	/	/	/	2	/
COc1ccc2nc(/N=C(\N)NC(=O)C(C)(C)C)nc(C)c2c1	12%	42*	1%	-7%	-7%	30*	6
COC(=O)c1c(NC(=O)c2ccccc2)sc(C(N)=O)c1C	1%	-4	1%	22%	-15%	-3	-7
COc1ccc(CCC(=O)Nc2cccc(S(=O)(=O)N3CCCCCC3)c2)cc1	/	/	-17%	-15%	-42%	/	-5
CC(=O)NC(CCS(C)(=O)=O)C(=O)Nc1ccccc1 (stereo not given)	-1%	6	?	-2%	5µM*	0	30
COc1ccc(C)cc1NC(=O)CCNC(=O)c1ccco1	/	-6	4%	-11%	-15%	7	24
Cc1nnc(SCC(=O)Nc2nsc(-c3ccc(C(C)(C)C)cc3)n2)s1	-15%	32	-11%	-2%	-7%	23*	-25
Cc1nc(SCC(=O)Nc2ccccn2)n[nH]1	0%	-7	-6%	-9%	0%	7	-5
COc1ccc(CCCc2nnc(SCC(=O)Nc3ccccc3F)o2)cc1	-1%	19	6%	3%	-15%	7	-29
O=C(O)C1CC=CCC1C(=O)Nc1cccnc1 (stereo not given)	6%	3	2%	-7%	144%[activator]	-2	-29
Nc1cc(N)nc(SCC(=O)NCC(=O)Nc2ccc(F)c(F)c2F)n1	/	/	/	18%	24%	/	-16
Cc1c(NC(=O)c2cc(C(C)C)on2)c(=O)n(-c2ccccc2)n1C	4%	-2	0%	3%	-14%	0	-6
CCOC(=O)C1CCCN(C(=O)c2cc3cc4ccc(OC)cc4nc3o2)C1 (stereo not given)	/	34	-3%	5%	59%	0	/
Cc1ccc(CNc2ccc3nnc(-c4ccccc4)n3n2)cc1	0%	-20	?	-5%	0%	-2	20
O=C1CCC(C(=O)N2CCc3ccccc3C2)CN1CCCN1CCOCC1 (stereo not given)	/	-4	3%	-10%	-3%	-1	-31
O=[N+]([O-])c1cccc(S(=O)(=O)c2ccc(NCCO)c([N+](=O)[O-])c2)c1	6%	-7	-2%	8%	-5%	-2	-18
Clc1cccc(NCc2ccccc2)n1	-13%	37	-2%	10%	-2%[2.29 µM]	-2	-31
COc1ccc(OC)c(CCNC(=O)CN2C(=O)CCSc3ccccc32)c1	-1%	-7	-12%	-2%	4%	-2	-24
O=[N+]([O-])c1cc(-n2cnnn2)ccc1N1CCC(Cc2ccccc2)CC1	-6%	-9	-2%	?	-3%	-3	-103*
O=C(CSc1ncn[nH]1)NCCc1ccc(Cl)cc1Cl	/	35	1%	3%	-26%	-6	-24
S=c1[nH]nc(Cn2cnc3ccccc32)n1-c1ccccc1	-14%	18	-2%	14%	-15%	-1	?
O=C(NCc1ccncc1)C1CCN(S(=O)(=O)c2cccc(C(F)(F)F)c2)CC1	3%	-7	-2%	10%	19%	-4	-14
CC1(c2ccccc2)NC(=O)N(CC(=O)Nc2ccc3c(c2)CCC3)C1=O (stereo not given)	/	/	/	-10%	-19%	/	-5
COc1cccc2c(=O)n(CC(=O)Nc3ccc(F)cc3)ccc12	1%	-6	5%	0%	?	5	-34

Pulled one by one from the entries so far (2):
SMILES	Giardia FBPA inh	Shiga toxin inh	AmpC inh detg	AMA1-RON2 inh	AmpC no deterg	CHX counter	HCMV antiviral
O=[N+]([O-])c1cccc(S(=O)(=O)c2ccc(NCCO)c([N+](=O)[O-])c2)c1	6%	-7	-2%	8%	-5%	-2	-18
S=c1[nH]nc(Cn2cnc3ccccc32)n1-c1ccccc1	-14%	18	-2%	14%	-15%	-1	?

(listing goes on)
SMILES	Giardia FBPA inh	Shiga toxin inh	AmpC inh detg	AMA1-RON2 inh	AmpC no deterg	CHX counter	HCMV antiviral
COc1cccc(-n2c(N)c(-c3nc4ccccc4[nH]3)sc2=S)c1	-17%	21	?	34%[activator]	-46%	12	-1
S=C(NCc1ccccc1)Nc1cccc(Cl)c1	-7%	25	-6%	0%	-21%	12	-84*
O=C(CSc1ncccn1)NCc1ccc2c(c1)OCO2	-1%	25*	?	2%	-12%	31	58
O=C(Nc1ccccc1C(=O)NCCc1ccc(O)cc1)c1ccco1	8%	20	-10%	0%	-20%	8	?
O=C(Nc1sc2c(c1C(=O)O)CCCC2)C(=O)N1CCOCC1	/	33*	-1%	111%[activator]	-26%	20*	-17
O=C(NC1CC1)c1ccc2c(Cl)c3c(nc2c1)CCCC3	-3%	68*	1%	0%	83%[activator]	23*	-62*
CSCCC(=O)N(C)CC1CCN(CCc2cccc(C(F)(F)F)c2)CC1	5%	-5	?	-1%	18%	-2	62
O=C1C=C(NCc2ccc(Cl)c(Cl)c2)CC1	5%	-15	-4%	8%	-3%	3	?
CC(=O)C1=C(O)C(=O)N(c2ccc(Br)cn2)C1c1ccccc1F (stereo not given)	14%	18	-6%	-6%	-14%	14	?
CN(CCC#N)C(=O)COC(=O)c1cc(Cl)cc(Cl)c1N	0%	-3	5%	4%	-7%	-2	-28
COC(=O)C1=C(c2cccc(OCc3ccccc3)c2)C[C@@H]2CC[C@H]1N2C(=O)NCc1ccc(C(C)(C)C)cc1	/	/	7%	-8%	-9%	/	-17
COc1cccc(OCC(=O)NNC(=O)c2cnccn2)c1	-24%	-14	-12%	107%[activator]	-3%	-2	-12
Cc1cc(=O)oc2cc(NC(=O)c3ccccc3Cl)ccc12	/	86*	1%	12%	0%	40*	41
COc1ccc(C)cc1NC(=O)c1c([N+](=O)[O-])cnn1C	2%	/	-9%	8%	1%	-1	?
CN(C(=O)COC(=O)c1nc(Cl)ccc1Cl)c1ccccc1	/	-14	2%	-12%	-3%	-2	10
COc1ccc(CNC(=O)Cn2nc(C(F)(F)F)cc2C)cc1	5%	-8	5%	1%	-6%	7	10
COc1ccc(N2C(=O)CC(Sc3nc(C)cc(C)n3)C2=O)cc1OC (stereo not given)	5%	/	?	-5%	-11%	-1	45
Cc1ccc(N(CC(=O)NN=C2CCN(C)CC2)S(=O)(=O)c2ccc(C)cc2)cc1	4%	-15	0%	3%	-37%	-6	?
O=C(COC(=O)c1ccc(Cl)cc1)NCC1CCCCC1	/	/	/	-6%	-13%	/	-20
Oc1ccccc1CNn1cnnc1	4%	-10	3%	8%	-16%	-2	-100*
COc1ccc(C(=O)OCC[N+]2(C)CCOCC2)cc1	0%	10	-4%	12%	-17%	2	-25
Cc1cccc(C)c1NC(=O)C1(N2C(=O)CC2c2ccccc2)CCCCC1 (stereo not given)	2%	-10	-3%	-3%	-16%	-7	?
CCOC(=O)c1n[nH]n(-c2cc(Cl)cc(Cl)c2)c1=O	23%	-8	-4%	3%	-34%	-2	4
O=C(CNC(=O)c1ccccc1F)N/N=C/c1cccnc1	15%	16	-4%	-3%	-5%	31*	-32
Cc1ccc(N2C(=O)NC(=O)/C(=C/c3ccc(OC(=O)c4cccs4)cc3)C2=O)cc1	-1%	-3	-1%	26%	-49%	2	-38
